STEP inh: STEP phosphatase inhibitors, primary screen, biochemical, fluorescence intensity, uHTS; Tyrosine-protein phosphatase non-receptor type 5 (Homo sapiens), P54829; recombinant STEP, OMFP fluorogenic substrate; inhibition, % at 20 µM; actives 0.25% (n = 360,000); AID 588621, 2011;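 active = inhibition at 20 µM, scaled per plate between control wells, above about 37%, limit read from the data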;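 also: 0% = DMSO with enzyme and substrate and 100% = substrate only without enzyme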
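Material: STEP (striatal-enriched tyrosine phosphatase) enzyme, cell-free; Compound dosing: 20 µM single dose in 1% DMSO; Technique: fluorescence read at 480 nm ex / 540 nm em; Times: reaction 20 min, ambient temperature; Medium: 50 mM Bis-Tris pH 6.0 with 2.5 mM DTT and 0.005% Tween 20; Also added: OMFP at 25 µM.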
SUMO1 PPI mod: modulators of SUMO1 protein-protein interactions, primary screen, biochemical, uHTS | AID 602429, 2012 | inhibition, % at 20 µM | Small ubiquitin-related modifier 1 (Homo sapiens), P63165 | actives 0.33% (n = 360,000) | SUMO1 binding to a labelled peptide, TR-FRET, 1 h; in the data active = inhibition above about 37%
SKN-1 inh: suppressors of acrylamide-induced Pgst-4::GFP reporter in worms, primary screen, SKN-1 inhibitor project, whole organism, uHTS, GFP/RFP fluorescence ratio, strain VP596. C. elegans VP596 Pgst-4::GFP/RFP ratio, 24 h. inhibition, % at 21.8 µM. actives 0.49% (n = 360,000). AID 624304, 2012;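 active = interference check ratio from 0.5 to 1.5 plus GFP to RFP signal ratio inhibition reaching or exceeding a fixed threshold, cut at about 30% in these data, passing the limit was not always enough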; also: some compounds called inactive have numbers as strong as hits
DNMT1 inh: human DNMT1 methyltransferase inhibitors, primary screen, biochemical, molecular beacon, fluorescence, HinP1I cleavage, uHTS; DNA (cytosine-5)-methyltransferase 1 (Homo sapiens), P26358; inhibition (reported as % activation of signal), % at 10 µM; actives 0.83% (n = 360,000); AID 588458, 2011; in the data active = inhibition above about 50%
LMPTP block: LMPTP phosphatase inhibitors, primary screen, biochemical, fluorescence intensity, uHTS; Low molecular weight phosphotyrosine protein phosphatase (Homo sapiens), P24666; recombinant LMPTP-A, OMFP fluorogenic substrate; inhibition, % at 20 µM; actives 0.22% (n = 360,000); AID 651560, 2012;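 active = compounds that cut the enzyme signal by at least half of the control window in the single-dose screen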;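 also: plate controls were DMSO wells with enzyme plus substrate for no effect and substrate without enzyme for full effect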
Target sequence (P24666 whole entry, looked up): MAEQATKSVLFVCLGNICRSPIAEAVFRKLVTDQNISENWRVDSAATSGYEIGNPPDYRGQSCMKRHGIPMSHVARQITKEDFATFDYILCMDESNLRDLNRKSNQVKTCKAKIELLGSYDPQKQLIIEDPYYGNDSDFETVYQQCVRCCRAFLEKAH
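Test system: LMPTP-A, protein tyrosine phosphatase of low molecular weight; Input: 0.625 nM enzyme; Incubation: 50 min dark incubation at room temperature; Signal: endpoint fluorescence intensity from OMFP dephosphorylation; Read-out basis: % inhibition versus control wells.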
TbMetRS inhib: T. brucei MetRS inhibitors, primary screen, biochemical, luminescence; methionyl-tRNA synthetase (Trypanosoma brucei brucei); purified T. brucei MetRS, ATP depletion, Kinase-Glo luminescence; inhibition, % at 11.9 µM; actives 0.4% (n = 360,000); AID 624268, 2012;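 active = inhibition above a per-plate cutoff of the control wells' mean inhibition plus 3 SD, cut at about 5.5% in these data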;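 also: 0% = DMSO wells median and 100% = median of wells with control inhibitor compound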
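Test system: purified T. brucei MetRS enzyme. Also added: ATP, methionine and E. coli bulk tRNA substrates. Compound: 11.9 µM single point. Schedule: 15 min enzyme-compound preincubation, 2 h reaction, 10 min detection, 25 °C. Signal: luciferase luminescence of residual ATP, Kinase-Glo. Evaluation: percent inhibition versus plate control medians. Controls: DMSO wells, low control.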
Neddyl block: inhibitors of cullin neddylation, primary screen, biochemical, TR-FRET, uHTS, NAE and Ubc12 | actives 0.58% (n = 360,000) | calls only at 25 µM; in the data active = inhibition above about 36%
Scp-1 inhibitor: Scp-1 phosphatase inhibitors, primary screen, biochemical, colorimetric, uHTS; Recombinant Scp1, phosphopeptide, malachite green phosphate absorbance; inhibition, % at 20 µM; actives 0.88% (n = 340,000); Carboxy-terminal domain RNA polymerase II polypeptide A small phosphatase 1 (Homo …;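 active = inhibition above about 50% at 20 µM, limit read from the data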;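 also: plate controls were DMSO wells with enzyme for no effect and wells lacking enzyme for full effect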
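Test system: SCP-1 phosphatase catalytic domain, residues 76-261 | Compound dosing: One concentration, 20 µM, with 1.0% DMSO | Schedule: 45 min room-temperature reaction, 5 min colour, 30 min stabiliser | Detection: Absorbance at 630 nm | Read-out basis: % inhibition of SCP-1 phosphate liberation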
NadD inh: inhibitors of S. aureus NadD, primary screen, biochemical, colorimetric, uHTS | inhibition, % at 20 µM | purified NadD enzyme, colorimetric absorbance read-out | actives 0.78% (n = 360,000) | Nicotinate-nucleotide adenylyltransferase NadD (Staphylococcus aureus N315); in the data active = inhibition above about 26%; also: some compounds past the cut are filed as inactive
NRP1-CendR mod: modulators of CendR peptide binding to NRP-1, primary screen, biochemical, fluorescence polarization, uHTS | Neuropilin-1 (Homo sapiens), O14786 | FAM-RPARPAR peptide binding to NRP-1 | inhibition, % at 25 µM | actives 0.85% (n = 360,000) | AID 602438, 2012;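 active = inhibition or corrected inhibition above about 18%, plus a signal ratio from 0.5 to 1.5, limit read from the data, passing the limit was not always enough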; also: strong numbers were not always called active
Target sequence (O14786 whole entry, looked up): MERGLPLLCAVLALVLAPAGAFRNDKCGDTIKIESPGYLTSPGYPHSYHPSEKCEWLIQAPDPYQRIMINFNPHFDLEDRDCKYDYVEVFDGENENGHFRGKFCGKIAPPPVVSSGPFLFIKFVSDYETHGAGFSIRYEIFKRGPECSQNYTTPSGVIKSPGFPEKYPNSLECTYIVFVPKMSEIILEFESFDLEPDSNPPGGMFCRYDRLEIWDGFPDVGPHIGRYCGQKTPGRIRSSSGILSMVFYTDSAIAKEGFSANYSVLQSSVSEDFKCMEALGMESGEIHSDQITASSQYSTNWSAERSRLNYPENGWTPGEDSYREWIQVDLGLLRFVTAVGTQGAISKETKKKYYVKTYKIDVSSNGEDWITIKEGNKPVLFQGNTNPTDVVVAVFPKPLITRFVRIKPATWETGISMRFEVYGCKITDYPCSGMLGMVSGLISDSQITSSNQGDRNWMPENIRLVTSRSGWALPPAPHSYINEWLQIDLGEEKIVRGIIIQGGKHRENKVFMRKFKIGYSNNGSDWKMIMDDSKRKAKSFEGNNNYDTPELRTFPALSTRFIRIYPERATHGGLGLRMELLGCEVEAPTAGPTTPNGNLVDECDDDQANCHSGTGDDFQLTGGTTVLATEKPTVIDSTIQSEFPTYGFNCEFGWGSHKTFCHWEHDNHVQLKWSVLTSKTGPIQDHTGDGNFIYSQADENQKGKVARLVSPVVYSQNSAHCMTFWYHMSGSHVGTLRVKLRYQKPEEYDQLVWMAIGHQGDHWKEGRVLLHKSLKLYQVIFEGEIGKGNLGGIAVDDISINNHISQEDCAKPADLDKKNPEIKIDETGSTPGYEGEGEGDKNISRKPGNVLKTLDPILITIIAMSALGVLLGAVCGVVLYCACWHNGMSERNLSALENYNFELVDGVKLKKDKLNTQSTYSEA
* marks the source's active call; other numbers are inactive results. Compounds were not picked by outcome; any-hit rate near 4.6%.

`CC(C)(CNC(=O)c1cccc(S(=O)(=O)Nc2ccc(SC(F)F)cc2)c1)N1CCOCC1` gave STEP inh -3, SUMO1 PPI mod 3, SKN-1 inh 1, DNMT1 inh -1, LMPTP block -1.1, TbMetRS inhib 0.0, Neddyl block inactive, Scp-1 inhibitor -8, NadD inh -7 and NRP1-CendR mod 3.
CC1CN(C(=S)Nc2ccccc2)N(c2ccccc2)C1 (stereo unspecified) was read as STEP inh 2, SUMO1 PPI mod 0, SKN-1 inh -2, DNMT1 inh -1, LMPTP block -0.6, TbMetRS inhib -0.5, Neddyl block inactive, Scp-1 inhibitor -9, NadD inh -7 and NRP1-CendR mod 13.
Screening Cc1ccc(N2C(S)=C(C#N)C(=O)NC23CCCCC3)cc1 returned STEP inh -2, SUMO1 PPI mod 5, SKN-1 inh -7, DNMT1 inh 10, LMPTP block -0.8, TbMetRS inhib -0.5, Neddyl block inactive, Scp-1 inhibitor -7, NadD inh -1 and NRP1-CendR mod 5.
O=C(NCc1cccs1)C1CCCN(S(=O)(=O)c2ccc3c(c2)OCO3)C1 (stereo unspecified) was read as STEP inh -2, SUMO1 PPI mod 1, SKN-1 inh 13, DNMT1 inh 11, LMPTP block 0.7, TbMetRS inhib -0.7, Neddyl block inactive, Scp-1 inhibitor -6, NadD inh 0 and NRP1-CendR mod 4.
For COc1cccc(CNS(=O)(=O)c2cc3c(cc2Cl)NC(=O)CO3)c1 the results were STEP inh 1, SUMO1 PPI mod 23, SKN-1 inh 0, DNMT1 inh -5, LMPTP block -2.5, TbMetRS inhib -0.1, Neddyl block inactive, Scp-1 inhibitor -7, NadD inh -6 and NRP1-CendR mod 9.
Screening COc1ccc(C(=O)COc2ccccc2N2C(=O)C3C4C=CC(C4)C3C2=O)cc1 (stereo unspecified) returned STEP inh 8, SUMO1 PPI mod -2, SKN-1 inh 21, DNMT1 inh 0, LMPTP block -1.0, TbMetRS inhib 0.0, Neddyl block inactive, Scp-1 inhibitor 0, NadD inh -6 and NRP1-CendR mod 3.
O=C(O)C1CCCCC1C(=O)Nc1ccc(OCc2ccccc2)cc1 (stereo unspecified) was read as STEP inh 2, SUMO1 PPI mod 8, SKN-1 inh 18, DNMT1 inh 2, LMPTP block 0.6, TbMetRS inhib -0.7, Neddyl block inactive, Scp-1 inhibitor -11, NadD inh 2 and NRP1-CendR mod -4.
`O=C(COC(=O)c1ccc(O)cc1)Nc1cc(C(F)(F)F)ccc1N1CCOCC1` gave STEP inh -2, SUMO1 PPI mod -2, SKN-1 inh -21, DNMT1 inh -6, LMPTP block -1.2, TbMetRS inhib -0.5, Neddyl block inactive, Scp-1 inhibitor -5, NadD inh -2 and NRP1-CendR mod 7.
`Cc1csc(NC(=O)CSc2nnc(C)s2)n1` gave STEP inh -17, SUMO1 PPI mod -2, SKN-1 inh 1, DNMT1 inh 1, LMPTP block -1.3, TbMetRS inhib -1.8, Neddyl block inactive, Scp-1 inhibitor 0, NadD inh 0 and NRP1-CendR mod 8.
For Cc1ccc(N2C(=O)N(CC(=O)Nc3ccc(C)c(C)c3[N+](=O)[O-])C(=O)C2C)cc1 (stereo unspecified) the results were STEP inh -3, SUMO1 PPI mod -5, SKN-1 inh 1, DNMT1 inh -1, LMPTP block -1.0, TbMetRS inhib -0.4, Neddyl block inactive, Scp-1 inhibitor -7, NadD inh -5 and NRP1-CendR mod -7.
Screening COc1ccc(C2CC2/C(=N/OC(=O)c2cccs2)c2ccccc2)cc1 (stereo unspecified) returned STEP inh 6, SUMO1 PPI mod 1, SKN-1 inh 9, DNMT1 inh -2, LMPTP block 6.0, TbMetRS inhib -0.2, Neddyl block inactive, Scp-1 inhibitor -27, NadD inh 4 and NRP1-CendR mod 12.
`COC(=O)c1ccc(S(=O)(=O)NCc2ccc(OC)cc2)n1C` gave STEP inh -1, SUMO1 PPI mod 4, SKN-1 inh 7, DNMT1 inh 2, LMPTP block -0.7, TbMetRS inhib 0.2, Neddyl block inactive, Scp-1 inhibitor 0, NadD inh 4 and NRP1-CendR mod -4.
For Cc1ccc([C@@H]2CC=C(C(=O)O)[C@H](c3ccc(F)cc3)N2S(=O)(=O)c2ccc(C)cc2)cc1 the results were STEP inh 1, SUMO1 PPI mod 1, SKN-1 inh 4, DNMT1 inh 1, LMPTP block 0.4, TbMetRS inhib -0.2, Neddyl block inactive, Scp-1 inhibitor -2, NadD inh 2 and NRP1-CendR mod 8.
`CCc1nc2ccc(C(=O)NCCC(C)C)cn2c1N(C)Cc1nccs1` gave STEP inh -1, SUMO1 PPI mod 3, SKN-1 inh 4, DNMT1 inh 4, LMPTP block -0.4, TbMetRS inhib -0.1, Neddyl block inactive, NadD inh 1 and NRP1-CendR mod -16.
For Cc1cccc(C(=O)N[C@H](C(=O)NCc2cccs2)C(C)C)c1 the results were STEP inh -1, SUMO1 PPI mod -3, SKN-1 inh 2, DNMT1 inh 3, LMPTP block -0.8, TbMetRS inhib -0.5, Neddyl block inactive, Scp-1 inhibitor -5, NadD inh 4 and NRP1-CendR mod 4.
Screening COc1ccc(OC)c(NC(=O)C2C3CC4OC(=O)C2C4C3)c1 (stereo unspecified) returned STEP inh 0, SUMO1 PPI mod -1, SKN-1 inh -14, DNMT1 inh -5, LMPTP block 0.8, TbMetRS inhib -1.6, Neddyl block inactive, Scp-1 inhibitor -5, NadD inh -8 and NRP1-CendR mod 13.
For CC(CN1CCOCC1)OC(=O)c1cccs1 (stereo unspecified) the results were STEP inh -2, SUMO1 PPI mod 0, SKN-1 inh 8, DNMT1 inh 2, LMPTP block -0.7, TbMetRS inhib -0.9, Neddyl block inactive, Scp-1 inhibitor 3, NadD inh -7 and NRP1-CendR mod 2.
Screening CC(=O)Nc1c(C(=O)N2CCOCC2)sc2nc3c(cc12)COC(C)(C)C3 returned STEP inh -5, SUMO1 PPI mod 0, SKN-1 inh 4, DNMT1 inh 3, LMPTP block -0.3, TbMetRS inhib -0.7, Neddyl block inactive, Scp-1 inhibitor 0, NadD inh 3 and NRP1-CendR mod 13.
CN(Cc1c(C(=O)N2CCCCCCC2)nc2ccc(Cl)cn12)C1CCOC1 (stereo unspecified) was read as STEP inh 2, SUMO1 PPI mod 1, SKN-1 inh 3, DNMT1 inh -1, LMPTP block 1.5, TbMetRS inhib -0.5, Neddyl block inactive, Scp-1 inhibitor -13, NadD inh -5 and NRP1-CendR mod 2.
`Cn1cnnc1SCC(=O)Nc1ccccc1` gave STEP inh 0, SUMO1 PPI mod 2, SKN-1 inh 4, DNMT1 inh 0, LMPTP block -1.9, TbMetRS inhib -0.2, Neddyl block inactive, Scp-1 inhibitor -6, NadD inh -2 and NRP1-CendR mod 5.
CCn1c(=O)c2cc(C(=O)N3CCN(C)CC3)sc2c2ccccc21 was read as STEP inh -3, SUMO1 PPI mod -8, SKN-1 inh 5, DNMT1 inh 5, LMPTP block 0.8, TbMetRS inhib -0.1, Scp-1 inhibitor -6, NadD inh 0 and NRP1-CendR mod 2.
`COCCNc1nc(C)cc(-c2cc(C(=O)NC3CCCC3)on2)n1` gave STEP inh 1, SUMO1 PPI mod 5, SKN-1 inh 19, DNMT1 inh 6, LMPTP block -0.6, TbMetRS inhib -0.2, Neddyl block inactive, Scp-1 inhibitor 2, NadD inh -2 and NRP1-CendR mod -3.
Screening Cc1ccc(-n2ncc3c2CC(C)(C)CC3NC(=O)c2ccc[n+]([O-])c2)cc1 (stereo unspecified) returned STEP inh -1, SUMO1 PPI mod 5, SKN-1 inh -1, DNMT1 inh -1, LMPTP block 0.2, TbMetRS inhib -0.4, Neddyl block inactive, Scp-1 inhibitor 0, NadD inh 1 and NRP1-CendR mod -1.
COc1cccc(NC(=O)c2c(F)cccc2F)c1 was read as STEP inh -7, SUMO1 PPI mod 4, SKN-1 inh -9, DNMT1 inh 5, LMPTP block -0.3, TbMetRS inhib -0.1, Neddyl block inactive, Scp-1 inhibitor -8, NadD inh 1 and NRP1-CendR mod 10.
For COC(=O)NC1c2ccccc2Oc2ccc(C)cc21 (stereo unspecified) the results were STEP inh -1, SUMO1 PPI mod 4, SKN-1 inh -11, DNMT1 inh -1, LMPTP block 0.8, TbMetRS inhib -1.1, Neddyl block inactive, Scp-1 inhibitor 0, NadD inh -1 and NRP1-CendR mod 5.
C=CCSc1nc2c(cnn2-c2ccc(C)c(C)c2)c(=O)[nH]1 was read as STEP inh -2, SUMO1 PPI mod 0, SKN-1 inh 7, DNMT1 inh 12, LMPTP block -1.4, TbMetRS inhib -0.4, Neddyl block inactive, Scp-1 inhibitor -12, NadD inh 2 and NRP1-CendR mod -2.

Reprinted at random: 3 records from the list
Screening Cc1ccc(-n2ncc3c2CC(C)(C)CC3NC(=O)c2ccc[n+]([O-])c2)cc1 (stereo unspecified) returned STEP inh -1, SUMO1 PPI mod 5, SKN-1 inh -1, DNMT1 inh -1, LMPTP block 0.2, TbMetRS inhib -0.4, Neddyl block inactive, Scp-1 inhibitor 0, NadD inh 1 and NRP1-CendR mod -1.
CCn1c(=O)c2cc(C(=O)N3CCN(C)CC3)sc2c2ccccc21 was read as STEP inh -3, SUMO1 PPI mod -8, SKN-1 inh 5, DNMT1 inh 5, LMPTP block 0.8, TbMetRS inhib -0.1, Scp-1 inhibitor -6, NadD inh 0 and NRP1-CendR mod 2.
For COC(=O)NC1c2ccccc2Oc2ccc(C)cc21 (stereo unspecified) the results were STEP inh -1, SUMO1 PPI mod 4, SKN-1 inh -11, DNMT1 inh -1, LMPTP block 0.8, TbMetRS inhib -1.1, Neddyl block inactive, Scp-1 inhibitor 0, NadD inh -1 and NRP1-CendR mod 5.
